CHT block: inhibitors of human choline transporter CHT | B-score at 10 µM | Q9GZV3 | CHT-expressing cells, membrane potential dye, choline response; active compounds read low | hit rate 0.86% among 310,000 | AID 488975;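 active = B-score over 3 SD under the library average, and starting fluorescence ratio not unusually high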;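 note: choline stimulus applied at its EC90 after an EC20 pre-addition; B-score computed on integrated fluorescence ratio after choline addition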
Target sequence (Q9GZV3 whole entry, looked up): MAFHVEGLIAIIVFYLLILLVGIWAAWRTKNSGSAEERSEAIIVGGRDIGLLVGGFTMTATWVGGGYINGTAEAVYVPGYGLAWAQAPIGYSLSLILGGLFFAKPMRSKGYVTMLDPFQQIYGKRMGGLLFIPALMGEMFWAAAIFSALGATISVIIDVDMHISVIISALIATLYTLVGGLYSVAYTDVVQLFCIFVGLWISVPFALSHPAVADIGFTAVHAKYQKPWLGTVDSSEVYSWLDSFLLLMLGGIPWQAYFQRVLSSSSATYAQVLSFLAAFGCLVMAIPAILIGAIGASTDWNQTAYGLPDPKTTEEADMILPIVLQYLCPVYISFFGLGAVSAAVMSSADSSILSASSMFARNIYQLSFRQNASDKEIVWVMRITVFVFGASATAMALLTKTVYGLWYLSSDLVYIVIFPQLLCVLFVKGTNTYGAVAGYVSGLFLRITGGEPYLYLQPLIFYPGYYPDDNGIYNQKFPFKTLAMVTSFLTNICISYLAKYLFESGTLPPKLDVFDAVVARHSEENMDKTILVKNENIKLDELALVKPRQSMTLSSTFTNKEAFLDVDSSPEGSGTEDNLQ
CHT allo act: allosterically activates the human high affinity choline transporter; Q9GZV3; B-score at 10 µM; CHT-expressing cells, membrane potential dye, choline EC20; active compounds read high; LV-AA mutant CHT in HEK293 cells; hit rate 0.49% among 310,000;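 active = initial fluorescence not abnormally high and integrated response B-score, plate-corrected, over 3 SD above library mean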
* marks the source's active call; other numbers are inactive results; i = inactive.

SMILES	CHT block	CHT allo act
Cc1ccc(C)c(N(Cc2cc3ccc(C)cc3[nH]c2=O)C(=O)c2ccco2)c1	i	i
CC(=O)c1cnc2nc(SCc3ccccc3C)nn2c1C	i	i
CCC1(CC)NC(=O)N(CC(=O)OC(C)C(=O)Nc2ccccc2OC)C1=O (stereo not given)	i	i
CC(C)(C)c1ccc(NC(=O)C(=O)C2C(=O)Nc3ccccc32)cc1 (stereo not given)	i	i
C=CCOC(=O)c1cn(CC)c2nc(C)ccc2c1=O	i	10*
O=C(Nc1nc(-c2ccccc2)cs1)c1ccc(=O)[nH]c1	-6.01*	i
Cc1cc(CNC(=O)c2ccc3oc(C(C)C)nc3c2)nn1C	i	i
Cc1ccc(C)c(NC(=S)Nc2ncccc2C)c1	i	i
Cn1c(SCC(=O)O)nnc1-c1ccc(NC(=O)c2ccc(Cl)c(Cl)c2)cc1	i	i
CCn1c(Cc2ccccc2)n[nH]c1=S	i	i
O=c1[nH]cc(F)c(=O)[nH]1	i	i
CCOC(=O)/C=C/C(=O)OCC(=O)Nc1c(Cl)cccc1Cl	i	i
O=C(NNC(=S)Nc1ccc(Cl)cc1Cl)c1ccc(N2CCOCC2)c([N+](=O)[O-])c1	-5.45*	i
COC(=O)N1C(=O)[C@@](c2ccccc2)(C2CCCCC2)N1C(=O)OC	i	i
CCC1(c2ccc(Cl)cc2)NC(=O)N(Cc2ccc(C(=O)OC)cc2)C1=O (stereo not given)	i	i
COc1ccc(NC(=O)CC2Sc3ncnn3C2=O)cc1 (stereo not given)	i	i
Cc1nccn1S(=O)(=O)c1ccc(Br)cc1Br	i	i
O=C(Nc1ccncc1)c1ccc(Cl)cc1	i	i
N#CC(C#N)=C(N)CSc1cccc[n+]1[O-]	i	i
CCCCCNC(=O)c1cccc(S(=O)(=O)N2CC3(C)CC2CC(C)(C)C3)c1 (stereo not given)	i	i
N#Cc1ccc(OC(=O)c2cnccn2)cc1	i	i
Cc1cnn(CCC(=O)NNC(=S)NCC(C)C)c1	i	i
CC1CN(S(=O)(=O)c2ccc(C(=O)N(CCCN(C)C)c3nc4c(Cl)cccc4s3)cc2)CC(C)O1 (stereo not given)	i	i
CCCCn1c(N)c(N(CC(C)C)C(=O)CSc2n[nH]c(-c3ccc(C)cc3)n2)c(=O)[nH]c1=O	i	i
Cc1c(C(=O)N2CCN(c3ccc(F)cc3)CC2)sc2nc3n(c(=O)c12)CCC3	i	i

Shown as a hit in CHT block, among the entries above:
SMILES,CHT block
O=C(Nc1nc(-c2ccccc2)cs1)c1ccc(=O)[nH]c1,-6.01*
O=C(NNC(=S)Nc1ccc(Cl)cc1Cl)c1ccc(N2CCOCC2)c([N+](=O)[O-])c1,-5.45*

Next part.
SMILES	CHT block	CHT allo act
CCOc1cc(N2CCOCC2)c(OCC)cc1NC(=O)c1cccc(N(C)C)c1	i	i
CSc1ccccc1NC(=S)NCc1ccc(Cl)cc1	i	i
COc1ccccc1C(=O)NN=C1CCN(Cc2ccccc2)CC1	i	i
COC(=O)c1cn(NC(=O)c2cccnc2)c(=O)c2ccccc12	i	i
C/C(=N\NC(=S)NC(C)C)c1ccc(C(C)(C)C)cc1	i	i
CC1(C)CC(=O)c2c(nc3ccccc3c2N)C1	i	i
O=C1OCCN1C(=O)[C@H]1[C@H](c2ccc(F)cc2)C(c2ccc(F)cc2)=NN1c1ccccc1	i	i
Cc1cc(C)cc(-n2cc(C(=O)O)c(=O)cc2C)c1	i	i
CCOCCn1c(CN2CCN(C)CC2)nc2c1c(=O)n(C)c(=O)n2C	i	i
CCNC(=O)NC1(C(=O)N2CCC(Cc3ccccc3)CC2)CCCCC1	i	i
Cc1cc(C)n(-c2nc3ccccc3n3c(C)nnc23)n1	i	i
O=C(Cc1n[nH]c(=O)[nH]c1=O)N/N=C/c1cccc(O)c1	i	i
CSc1nc(C)cc(C)c1C#N	i	i
Cc1ccccc1CN(CC(=O)Nc1cccc([N+](=O)[O-])c1)S(=O)(=O)c1ccc(Cl)cc1	i	i
COc1ccc(S(=O)(=O)N2CCOCC2)cc1NC(=O)CSc1nnc(C2CC2)n1N	i	i
Cc1ccc(/C=N/NC(=O)c2nnn(-c3nonc3N)c2CSc2ccc(Cl)cc2)cc1	i	i
CN1CCN(c2ccc(S(=O)(=O)N3CCCCC3)cc2NC(=O)/C=C/c2ccc(Cl)c([N+](=O)[O-])c2)CC1	i	i
COc1cc(/C=N\NC(=O)OC(C)(C)C)ccc1OC(=O)c1ccco1	i	i
Cc1ccc(S(=O)(=O)N(CC(=O)O)Cc2ccccc2)cc1	i	i
CCOC(=O)c1ccc(N/N=C/c2cc(Br)cc([N+](=O)[O-])c2O)cc1	i	i
CCOC(=O)c1ccc(NC(=O)CCc2nc(-c3ccc(Cl)cc3)no2)cc1	i	i
COc1cccc(CNC(=O)c2ccc(NC3=NC4CS(=O)(=O)CC4S3)cc2)c1 (stereo not given)	i	i
COc1cccc(CNC(=O)CN2C(=O)CCSc3ccc(S(=O)(=O)N4CCCC4)cc32)c1	i	i
CCCCC(=O)NCCNC(=O)c1cc(OCC(F)(F)F)ccc1OCC(F)(F)F	i	i
COc1ccc(N2CCN(S(=O)(=O)CCNS(=O)(=O)c3ccccc3)CC2)cc1	i	i

Entries of single compounds as entered above. Values in the order: CHT block, CHT allo act
Entry for O=C(Cc1n[nH]c(=O)[nH]c1=O)N/N=C/c1cccc(O)c1 → i, i
Entry for CSc1nc(C)cc(C)c1C#N → i, i
Entry for C/C(=N\NC(=S)NC(C)C)c1ccc(C(C)(C)C)cc1 → i, i
Entry for CCNC(=O)NC1(C(=O)N2CCC(Cc3ccccc3)CC2)CCCCC1 → i, i
Entry for CCCCC(=O)NCCNC(=O)c1cc(OCC(F)(F)F)ccc1OCC(F)(F)F → i, i

Continuation:
SMILES	CHT block	CHT allo act
C/C(=N\Nc1nc(Nc2ccccc2)nc(N2CCOCC2)n1)c1cccs1	i	i
CC(=O)N/C(=C\c1ccccc1)C(=O)OCc1ccccc1	i	i
O=c1[nH]c(-c2ccccc2F)nc2c1sc(=S)n2Cc1ccccc1	i	i
Cc1cccc(NC(=O)COC(=O)Cc2cccc(C(F)(F)F)c2)c1C	i	i
CC(=O)c1ccc(N=Nc2c(C)[nH]n(-c3ccccc3)c2=O)cc1	i	i
C/[N+]([O-])=C/c1c(OCc2ccc(Cl)cc2Cl)ccc2ccccc12	i	i
Cn1c(CNC(=O)c2ccco2)nnc1SCC(=O)c1ccccc1	i	i
Cc1ccnc(SCC(=O)Nc2oc(-c3ccccc3)c(-c3ccccc3)c2C#N)n1	i	i
Cc1cccc(NC(=O)CCC(=O)OCC(=O)c2ccc(Oc3ccc([N+](=O)[O-])cc3)cc2)c1	i	i
N#Cc1cccc2c1-c1ccccc1/C2=N/NC(N)=S	i	i
Cc1ccc(S(=O)(=O)c2c(C)cc(C)nc2Oc2cccc(C)c2C)cc1	i	i
COc1ccc(-c2ccc(-c3nc4c(c(=O)[nH]c(=O)n4Cc4ccccc4)n3C)o2)c([N+](=O)[O-])c1	i	i
Cc1nc(NC2CCCCC2)c2nnn(Cc3ccccc3Cl)c2n1	i	i
CCOC(=O)c1sc(NC(=O)CSc2nnc(-c3ccco3)o2)c(C(=O)OCC)c1C	i	i
Cc1nc(C(=O)Nc2ccc(Cl)cc2)sc1C1(C)CC(c2ccccc2)=NO1 (stereo not given)	i	i
CC1(C)CCC/C(=C\c2ccccc2)C1=O	i	i
NCCC1CCCC(CCN)N1 (stereo not given)	i	i
CN1CCN(S(=O)(=O)c2ccc(N3CCN(C(=O)c4ccccc4)CC3)nc2)CC1	i	i
COC(=O)c1sc(S(=O)(=O)N2CCN(c3ccc(OC)cc3)CC2)c(C(=O)OC)c1C	i	i
COc1cc(-c2nc(C(=O)NC3CCN(Cc4ccccc4)CC3)cc3c2[nH]c2ccccc23)cc(OC)c1OC	i	i
O=C(CNC1CCCCC1)NN=C(c1ccccc1)c1ccccc1	i	i
Cn1ccnc1SCC(=O)Nc1ccccc1	i	i
O=C(NCc1ccc(Cl)cc1)c1cc(S(=O)(=O)N2CCCCC2)c[nH]1	i	i
O=c1c(OC2OC(CO)C(O)C(O)C2OC2OC(CO)C(O)C(O)C2O)c(-c2ccc(O)cc2)oc2cc(O)cc(O)c12 (stereo not given)	i	i
O=C(NCc1cn(-c2ccccc2)nc1-c1ccc(F)cc1)c1cccc([N+](=O)[O-])c1	i	i
SMILES	CHT block	CHT allo act
CN1CCN(NC(=O)/C=C/c2cccc([N+](=O)[O-])c2)CC1	i	i
COc1ccc(C(=O)Nc2cccc3nc(C)ccc23)cc1OC	i	i
FC(F)C(F)(F)C(F)(F)C(F)(F)c1cc(-c2ccccc2)n[nH]1	i	i
COc1ccc(NC(=O)/C(C#N)=C/c2ccc[nH]2)c(OC)c1	i	i
c1ccc(Sc2cccc3ccccc23)c(CNC2=NCCN2)c1	i	i
O=c1c2ccccc2n(Cc2cccc(F)c2)c(=O)n1C1CCCC1	i	i
Cc1ccc(-c2nnc3c4ccccc4c(C)nn23)cc1S(=O)(=O)N1CCN(CCO)CC1	i	i
Cn1c(=O)c2cc(S(=O)(=O)NCCC(=O)NC3CCCCCCC3)ccc2n(C)c1=O	i	i
CCCc1nnc(NC(=O)c2cc(OC)cc(OC)c2)s1	i	i
COC(=O)C(CC(C(=O)OC)C(=O)OC)C(=O)OC	i	i
O=C(NCCCn1ccnc1)c1ccc(Br)cc1	i	i
CCn1c(Cc2ccccc2)nnc1SCc1cccc(C(=O)O)c1	i	i
O=C(Nc1ccccc1)Nn1cnnc1	i	i
Cc1nnc(NC(=O)c2ccc(-c3cccc(C(F)(F)F)c3)o2)s1	i	i
CC(=O)c1cccc(NC(=O)CN2C(=O)C3C4C=CC(C4)C3C2=O)c1 (stereo not given)	i	i
O=C(c1ccccc1F)N1CCN(c2ncccn2)CC1	i	i
COc1ccc2ccccc2c1C(=O)/C=C\c1ccoc1	i	i
Cc1ccc(C)c(NC(=S)c2ccc3ccccc3n2)c1	i	i
Cc1cc(-c2nnc(CCC(=O)N(C)CCc3ccccc3)o2)no1	i	i
CC(C)(C)c1ccc(COn2ccnc2)cc1	i	i
COc1ccc(C2CC(=O)c3cnc(N4CCc5ccccc54)nc3C2)cc1OC (stereo not given)	i	i
CCOc1cc(C=O)cc(Br)c1OCC(=O)NCCc1ccccc1	i	i
O=C(O)/C=C/C(=O)N1CCN(S(=O)(=O)c2cc(C(F)(F)F)ccc2Cl)CC1	i	i
O=C(CN(Cc1ccco1)C(=O)CNS(=O)(=O)c1ccc(F)cc1)NCc1ccccc1	i	i
C#CCOCCOCCOCCNc1nc(N2CCN(C(=O)[C@H](CCCCN)n3cc([C@@H](N)CO)nn3)CC2)nc(N2CCN(C(=O)[C@H](Cc3ccc(O)cc3)n3cc([C@@H](N)CC(C)C)nn3)CC2)n1	i	i

Laid out differently: entries from further up
Cc1ccc(C)c(NC(=S)c2ccc3ccccc3n2)c1
  CHT block: i | CHT allo act: i

FC(F)C(F)(F)C(F)(F)C(F)(F)c1cc(-c2ccccc2)n[nH]1
  CHT block: i | CHT allo act: i

O=C(c1ccccc1F)N1CCN(c2ncccn2)CC1
  CHT block: i | CHT allo act: i

Next part:
SMILES	CHT block	CHT allo act
Nc1ccc(C23CC4CC(CC(O)(C4)C2)C3)cc1	i	i
CCC(C)(C)NC(=S)Nc1ccccc1C	i	i
O=C(Cn1cnc2c(nnn2-c2cccc(Cl)c2)c1=O)N1CCCC1	i	i
Cc1ccc(Sc2ncccc2C(=O)NCc2cc([N+](=O)[O-])ccc2O)c(C)c1	i	i
COc1cc(C(=O)OCC(=O)Nc2c(F)c(F)c(F)c(F)c2F)cc(OC)c1OC	i	i
O=C(Cn1[nH]c(=O)c2ccccc2c1=O)OCC(=O)N1CCCc2ccccc21	i	i
O=C(CSc1nc(-c2ccc(F)cc2)cs1)NC(=O)NCc1ccco1	i	i
COc1ccc(CCNC(=O)CCN2C(=O)C(C)Oc3ccc(C)cc32)cc1OC (stereo not given)	i	i
COc1ccccc1NC(=O)COn1nnc2ccc(S(=O)(=O)N3CCOCC3)cc21	i	i
Cc1ccc(NC(=O)CNC(=O)C2CCCCC2)nc1	i	i
CC(OC(=O)c1cccc(-n2cnnn2)c1)C(=O)Nc1ccccc1F (stereo not given)	i	i
C/C(CC(=O)Nc1ccc2c(c1)OCCO2)=N\NC(=O)COc1ccccc1C	i	i
O=C(O)C1CC(c2cccc(Br)c2)=NO1 (stereo not given)	i	i
O=C(/C=C\c1ccco1)Oc1cccc2cccnc12	i	i
Cc1ccccc1OCC(=O)Nc1ccc(N2CCN(C(=O)C(C)C)CC2)c(Cl)c1	i	i
COc1cccc2cc(C(=O)CS(=O)(=O)c3ccc(C)cc3)c(=O)oc12	i	i
Cc1ccccc1OCc1nc2ccccc2c(=O)n1/N=C/c1cn[nH]c1-c1ccccc1	i	i
Cc1ccc(NC(=O)CSc2nnc(-c3n[nH]c4ccccc34)n2-c2ccccc2)c(C)c1	i	i
CCCNC(=O)c1oc2ccc3c(c2c1C)C=CC(C)(C)O3	i	i
CCN(CC)c1ccc(-c2nn3c(-c4ccccc4OC)nnc3s2)cc1	i	i
CCOC(=O)c1c(NC(=O)COC(=O)Cn2c(C)nc3ccccc32)sc2c1CCCC2	i	i
Cc1ccc2c(=O)cc(C(=O)NCc3ccccc3)oc2c1C	i	i
CCOc1nc(-c2ccccc2)ccc1-c1noc(-c2ccncc2)n1	i	i
CCOc1ccccc1NC(=O)NC1CCN(CC(=O)Nc2ccc3c(c2)OCCO3)CC1	i	i
Cc1cc(C)c2nc(N3CCC(C(=O)N4CCN(C(=O)c5ccco5)CC4)CC3)sc2c1	i	i
O=C(O)c1ccc(S(=O)(=O)N2CCC(NC(=O)C3CCCCC3)CC2)cc1	i	i
O=C1CC(NCc2ccncc2)C(=O)N1c1ccccc1 (stereo not given)	i	i
O=c1[nH]ncc(N2CCN(C(c3ccccc3)c3ccccc3)CC2)c1Cl	i	i
CCn1cc(C(=O)NCCN(CC(C)C)CC(C)C)c(=O)c2cc(S(=O)(=O)N3CCOCC3)ccc21	i	i

Screening data: PubChem BioAssay, Johns Hopkins Ion Channel Center

Not a hit list, and some 1.5% of all compounds hit somewhere here.
